DPM-DC inhibit – S. pneumoniae DPM-DC inhibitors, primary screen, biochemical, PK/LDH-coupled NADH fluorescence. 65,000 tested, 0.49% active. purified DPM-DC. calls only at 10 µM. diphosphomevalonate decarboxylase (Streptococcus pneumoniae D39);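 active means the 320 compounds with the highest percent inhibition in the single-dose primary screen, excluding strongly autofluorescent ones, cut at about 32% in these data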;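 further: kinetic rate of NADH fluorescence loss reporting ADP formed by the decarboxylase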
Alkaline phosphatase – human TNAP enzyme inhibitors, biochemical, luminescent (AID 518); Alkaline phosphatase, tissue-nonspecific isozyme (Homo sapiens); inhibition, % at 20 µM, or IC50 in µM where a hit was titrated; purified TNAP enzyme, luminescent substrate readout; higher % means a stronger effect; 64,000 tested, 0.09% active; in the data active means a potency from the dose series; inactive means the rest, 99 in 100 with inhibition below about 22%;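 further: plate controls were vehicle for no effect and reference inhibitor for full effect; many of its hits are not listed in these tables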
KRASV12 cytotoxicity – cytotoxicity in KRAS-transformed pancreatic duct cells, primary screen, cell-based, fluorescence, HTS (AID 431); cytotoxicity, % at 10 µM, or EC50 in µM where a hit was titrated; HPDE-C7K KRASV12 cells, Alamar Blue viability, 48 h; higher % means a stronger effect; 63,000 tested, 1.7% active;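 active means compounds whose percent cytotoxicity in the single-dose primary screen, scaled between solvent and toxic-drug controls, exceeds 50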;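 further: 0% = DMSO solvent wells and 100% = doxorubicin-treated wells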
HPDE-C7 cytotoxicity – cytotoxicity in HPDE-C7 cells, cell-based, fluorescence, HTS (AID 430); HPDE-C7 pancreatic duct cells viability, fluorescence; higher % means a stronger effect; cytotoxicity, % at 10 µM; hits with a dose series show EC50 in µM; 63,000 tested, 1.8% active;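 further: cells exposed to compound for 48 hours before viability readout; 0% = vehicle and 100% = reference cytotoxic drug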
Bfl-1 displacement – Bfl-1 inhibitors, primary screen, biochemical, fluorescence polarization, FITC-Bid, mouse (AID 432); Bcl-2-related protein A1 (Mus musculus); 64,000 tested, 0.02% active; FITC-Bid BH3 peptide fluorescence polarization displacement; higher % means a stronger effect; displacement, % at 20 µM, or IC50 in µM where a hit was titrated; in the data active means a potency from the dose series; inactive means the rest, 99 in 100 with displacement below about 15%; further: strong numbers were not always called active
MK inhibit – S. pneumoniae MK inhibitors, primary screen, biochemical, PK/LDH-coupled NADH absorbance; 65,000 tested, 0.48% active; purified MK, PK/LDH-coupled NADH absorbance 340 nm; AID 555, 2006; inhibition, % at 10 µM; mevalonate kinase [Streptococcus pneumoniae D39];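 active means ranked among the strongest by inhibition in the single 10 µM screen, a fixed top-ranked set picked for dose follow-up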; further: no value below 0 was filed
PMK inhibit – S. pneumoniae PMK inhibitors, primary screen, biochemical, mevalonate pathway, pilot trial included | inhibition, % at 10 µM | 65,000 tested, 0.49% active | purified PMK, PK/LDH-coupled NADH absorbance 340 nm;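 active means top-ranked compounds by inhibition in the single 10 µM screen, taking a fixed number of the strongest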;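 further: 0% = full reaction with DMSO carrier and 100% = background rate without enzyme reaction; no value below 0 was filed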
LYP phosphatase – LYP phosphatase inhibitors, primary screen, biochemical, DiFMUP fluorescence, recombinant catalytic domain, 10 µM (AID 606); Tyrosine-protein phosphatase non-receptor type 22 (Homo sapiens); recombinant LYP catalytic domain, DiFMUP fluorescence; higher % means a stronger effect; inhibition, % at 10 µM; hits with a dose series show IC50 in µM; 52,000 tested, under 10 active;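 active means IC50 under 40 µM in the dose-response test; inactive means IC50 of 40 µM or more, or never dose-tested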
HT1080 cytotoxicity – cytotoxicity in HT1080 fibrosarcoma cells, cell-based, fluorescence readout (AID 620) | HT1080 viability, fluorescence; higher % means a stronger effect | one-dose cytotoxicity, % at 10 µM; EC50 in µM for titrated hits | 87,000 tested, 0.42% active;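 further: cells exposed to compound overnight then 4 h with Alamar Blue; 0% = vehicle DMSO and 100% = killing control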
PMK inhibit pilot replicates – also measured in PMK inhibit; calls as there; inhibition, %; measured here: pilot screen replicates
MK inhibit pilot replicates – also measured in MK inhibit; calls as there; inhibition, %; measured here: pilot screen replicates
DPM-DC inhibit pilot screen % – second read-out of DPM-DC inhibit, no call of its own (marks repeat the call); inhibition, %; measured here: pilot screen trials
* = called active by the depositor; i = inactive; nt = no result given. Unless noted, no stated cut-off is given here; in the data, active means cytotoxicity above about 50%; inactive means the rest.

SMILES	DPM-DC inhibit	Alkaline phosphatase	KRASV12 cytotoxicity	HPDE-C7 cytotoxicity	Bfl-1 displacement	MK inhibit	PMK inhibit	LYP phosphatase	HT1080 cytotoxicity	others
CN(Cc1nc2ccccc2n1C)S(=O)(=O)c1ccc(F)cc1	i	-10.8%	-1.6%	-13.5%	0.8%	8.0	9.0	8.5%	2.2%
O=C(N1CCN(CCO)CC1)N1c2ccccc2C=Cc2ccccc21	i	8.1%	8.4%	-8.5%	0.8%	7.0	0.0	3.2%	3.2%
COc1ccc2c(-c3ccccc3)cc3nnnn3c2c1	i	13.0%	6.2%	-7.5%	-5.1%	1.0	13.0	1.8%	-0.5%
CCOC(=O)CSC1=C(C#N)C(c2ccccc2OCC)C(C#N)C(=O)N1 (stereo not drawn)	i	11.6%	43.0%	44.7%	-8.5%	12.0	8.0	0.0%	-11.3%
CSc1nnc(Cn2c(=O)sc3ccccc32)n1-c1ccccc1	i	3.9%	13.0%	8.5%	3.2%	4.0	0.0	17.6%	0.5%
COc1cc2c(cc1OC)-c1cc(N3CCCc4ccccc43)nc(=O)n1CC2	i	13.5%	29.4%	25.0%	-3.6%	14.0	0.0	9.9%	-2.5%
CC(=O)Nc1ccc(S(=O)(=O)N(C)CC(=O)Nc2ccccc2N2CCOCC2)cc1	i	-0.9%	-10.7%	-4.7%	-5.0%	0.0	11.0	-8.3%	-0.6%
CC(C)[C@H](NC(=O)NCCc1ccc(F)cc1)C(=O)O	i	11.2%	nt	nt	-1.1%	4.0	10.0	nt	1.9%
COc1cc2nc(SCC(=O)NC3CC3)n(CCC3=CCCCC3)c(=O)c2cc1OC	i	11.8%	-8.3%	-20.0%	3.3%	6.0	21.0	-1.9%	3.5%	PMK inhibit pilot replicates=4.5;MK inhibit pilot replicates=3.0;DPM-DC inhibit pilot screen %=5.5
CCc1cc(=O)oc2cc(C)c(CN3CCCC(C)C3)c(O)c12 (stereo not drawn)	i	17.0%	-7.0%	-6.4%	30.7%	5.0	3.0	8.2%	2.6%
Brc1ccc(-c2nnc3sc(CNCc4ccc5c(c4)OCO5)cn23)cc1	i	nt	-6.7%	-4.2%	3.9%	8.0	18.0	5.0%	-5.9%
COc1ccc(C)cc1NC(=O)c1ccc(NC(=O)CC2SC(N3CCCC3)=NC2=O)cc1 (stereo not drawn)	i	-1.8%	-4.8%	-7.4%	4.6%	0.0	17.0	nt	-1.1%
CN(C)c1ccc(NC(=S)c2ccccn2)cc1	i	11.1%	-0.5%	-3.0%	-12.3%	6.0	7.0	nt	nt
O=C(NCCc1ccccc1)C1CCN(S(=O)(=O)c2cccc3nonc23)CC1	i	17.9%	2.0%	-10.1%	-7.9%	0.0	0.0	nt	nt
COc1ccc(OC)c(C(=O)COC(=O)c2c(OC)cccc2OC)c1	i	9.1%	-5.2%	-4.7%	-1.0%	2.0	11.0	19.6%	-5.2%
Cc1ccc(-c2cc(C(F)(F)F)n3nc(C(=O)N4CCCC4)cc3n2)cc1	i	9.5%	-8.2%	-28.6%	-4.4%	5.0	5.0	nt	-11.9%	PMK inhibit pilot replicates=0.0;MK inhibit pilot replicates=2.0;DPM-DC inhibit pilot screen %=9.0
Cc1oc(-c2ccc(Cl)cc2)cc1-c1nn2c(-c3ccco3)nnc2s1	i	4.8%	9.8%	-1.6%	-4.6%	11.0	2.0	1.1%	-1.5%
CCOC(=O)CNC(=O)CSc1ncnc2c1cnn2-c1ccc(OC)cc1	i	1.5%	2.8%	-9.6%	1.3%	7.0	20.0	nt	-3.6%
COc1ccccc1N1CCN(C(=O)c2cccc(N3C(=O)NC4CC3(C)Oc3ccccc34)c2)CC1 (stereo not drawn)	i	11.7%	-6.3%	-5.1%	-8.0%	0.0	14.0	3.5%	nt
COc1cc(C(=O)Nc2nc3ccccc3[nH]2)cc(OC)c1OC	i	-16.3%	-19.5%	-19.5%	-0.1%	32.0	14.0	nt	-3.2%
CCCCCOc1ccc(Cl)cc1CN1CCOCC1	i	11.6%	31.9%	-5.6%	3.5%	0.0	12.0	7.0%	5.4%
CC(=O)Nc1ccc(Cc2ccncc2)cc1	i	-4.0%	0.0%	-2.1%	-4.9%	10.0	11.0	-6.1%	1.6%	PMK inhibit pilot replicates=0.0;MK inhibit pilot replicates=0.0;DPM-DC inhibit pilot screen %=0.0
Brc1ccc(-c2nn3c(-c4ccco4)nnc3s2)o1	i	8.5%	1.2%	-8.8%	2.3%	10.0	12.0	11.3%	2.3%
C=CCn1c(CCC(=O)O)ccc1-c1ccc(OC)cc1	i	7.8%	-9.5%	0.3%	-7.6%	4.0	7.0	0.2%	-1.6%
COc1ccc(OC)c(C2C(C(=O)Nc3cccnc3)=C(C)NC3=C2C(=O)CCC3)c1 (stereo not drawn)	i	9.4%	9.6%	-0.3%	-4.8%	9.0	9.0	10.1%	4.6%	PMK inhibit pilot replicates=0.0;MK inhibit pilot replicates=0.0;DPM-DC inhibit pilot screen %=9.0
O=C1C2CCCN2C(c2ccccc2F)N1c1cccc(Cl)c1 (stereo not drawn)	i	-1.9%	5.0%	5.3%	-7.1%	2.0	7.0	16.6%	2.5%
CC(C)n1nnnc1SCC(=O)NCc1cccs1	i	8.2%	-5.5%	-4.7%	-16.2%	10.0	3.0	nt	5.6%
O=C1CC(SCc2nc3ccccc3[nH]2)C(=O)N1c1ccc(F)cc1 (stereo not drawn)	i	-4.9%	-2.7%	-1.8%	-3.9%	7.0	2.0	13.8%	0.7%
COc1ccc(-c2nnc(SCC(=O)N3CCCCC3)o2)c(OC)c1	i	3.7%	-5.2%	-12.9%	2.6%	8.0	0.0	-0.4%	-1.7%
COc1ccc(-c2cc(N)n(CCC#N)n2)c(OC)c1	i	3.2%	3.5%	-19.9%	3.4%	4.0	6.0	-10.6%	10.1%
Cc1cc(C)c(NC(=O)c2ccc(S(=O)(=O)N3CCOCC3)cc2)c(C)c1	i	12.4%	-3.9%	1.6%	-3.0%	8.0	3.0	-4.7%	-5.9%
O=C(NCCc1ccccc1)c1cc2ncc(Br)cn2n1	i	12.4%	3.0%	-15.0%	3.3%	5.0	13.0	7.0%	3.7%
C=CCSC1=N/C(=C\c2ccc3c(c2)OCO3)C(=O)S1	i	14.7%	52.9%*	44.2%	-0.7%	2.0	0.0	nt	0.0%
COC(=O)C1CCN(C(=O)c2ccccc2Oc2ccccc2)CC1	i	20.1%	-1.0%	0.3%	-0.3%	0.0	5.0	0.8%	-4.9%
Cc1ccc(NC(=O)CN(C)c2ccc(S(=O)(=O)N3CCN(C)CC3)cn2)cc1	i	0.7%	-13.7%	-7.0%	-2.9%	0.0	0.0	nt	-4.8%
c1ccc2nc(N3CCCC3)c(N3CCCC3)nc2c1	i	9.1%	0.0%	-9.0%	-3.9%	2.0	11.0	3.4%	-4.8%
CC(C)C(c1nnnn1CCc1ccccc1)N1CCOCC1 (stereo not drawn)	i	8.2%	nt	nt	-5.0%	0.0	0.0	9.1%	31.7%
CN(C)S(=O)(=O)N1CCN(CC(O)COc2ccc(C(=O)c3ccccc3)cc2)CC1 (stereo not drawn)	i	10.4%	2.3%	-12.0%	-4.9%	5.0	10.0	10.5%	-0.8%
CCC(=O)/C=C1\Sc2ccc(OC)cc2N1CCO	i	22.6%	-5.2%	-2.5%	3.3%	0.0	0.0	9.9%	-3.4%	PMK inhibit pilot replicates=3.5;MK inhibit pilot replicates=1.0;DPM-DC inhibit pilot screen %=1.5
CC(C)(C)c1ccc(C(=O)Nc2nonc2-c2nc3ccccc3[nH]2)cc1	i	-1.1%	-2.1%	-4.1%	-3.0%	10.0	14.0	10.7%	2.1%

Continued; it opens with the 4 that closed the last part.
SMILES	DPM-DC inhibit	Alkaline phosphatase	KRASV12 cytotoxicity	HPDE-C7 cytotoxicity	Bfl-1 displacement	MK inhibit	PMK inhibit	LYP phosphatase	HT1080 cytotoxicity	others
CC(C)C(c1nnnn1CCc1ccccc1)N1CCOCC1 (stereo not drawn)	i	8.2%	nt	nt	-5.0%	0.0	0.0	9.1%	31.7%
CN(C)S(=O)(=O)N1CCN(CC(O)COc2ccc(C(=O)c3ccccc3)cc2)CC1 (stereo not drawn)	i	10.4%	2.3%	-12.0%	-4.9%	5.0	10.0	10.5%	-0.8%
CCC(=O)/C=C1\Sc2ccc(OC)cc2N1CCO	i	22.6%	-5.2%	-2.5%	3.3%	0.0	0.0	9.9%	-3.4%	PMK inhibit pilot replicates=3.5;MK inhibit pilot replicates=1.0;DPM-DC inhibit pilot screen %=1.5
CC(C)(C)c1ccc(C(=O)Nc2nonc2-c2nc3ccccc3[nH]2)cc1	i	-1.1%	-2.1%	-4.1%	-3.0%	10.0	14.0	10.7%	2.1%
CCCn1nnc(NC(=O)c2cc(Br)ccc2OC)n1	i	11.5%	-9.5%	-4.1%	1.1%	11.0	7.0	0.2%	nt
S=c1[nH]ncc2ccccc12	i	1.5%	3.6%	2.9%	-2.1%	12.0	6.0	6.2%	2.5%
COCCNC(=O)CSc1nc2nc(C)cc(C)n2n1	i	9.3%	-3.6%	-3.2%	-5.2%	3.0	22.0	-3.4%	-0.6%
COCCCNC(=O)CCc1nc2cccnc2n1Cc1ccccc1	i	6.0%	1.1%	-11.3%	-1.2%	0.0	17.0	-7.0%	-1.0%
CC1(C)CC(=O)c2c(-c3cccnc3)n[nH]c2C1	i	31.8%	-14.6%	-14.1%	6.2%	12.0	21.0	-3.9%	nt
CC(=O)NC(Cc1cc(C)ccc1C)C(=O)N1CCN(C(=O)Nc2ccc(C(C)=O)cc2)CC1 (stereo not drawn)	i	10.6%	-8.3%	-8.4%	-4.9%	0.0	8.0	nt	0.0%	PMK inhibit pilot replicates=4.5;MK inhibit pilot replicates=0.0;DPM-DC inhibit pilot screen %=3.5
CCOC(=O)c1c(C)[nH]c(C(=O)COC(=O)CSCC(=O)N(CC)CC)c1C	i	8.8%	-21.6%	-12.9%	-2.6%	0.0	13.0	10.4%	-2.0%
Cc1cc(NC(=O)C2CCCN(S(=O)(=O)c3cnc[nH]3)C2)ccc1Br (stereo not drawn)	i	5.1%	3.9%	9.8%	1.4%	1.0	2.0	11.4%	-0.9%
COn1c(-n2nc(C)cc2C)nc2ccccc2c1=O	i	7.7%	-34.3%	-7.5%	-1.7%	12.0	14.0	nt	-0.5%
CCOC(=O)c1cc(C)n(-n2cnnc2)c1C	i	5.0%	-13.4%	-7.1%	-3.2%	0.0	3.0	6.9%	-2.2%
C=CCN1CC(c2nc3ccccc3n2CCOc2ccccc2)CC1=O (stereo not drawn)	i	8.4%	1.3%	-11.7%	-1.7%	0.0	0.0	nt	-3.0%
Cc1ccsc1C(=O)Nc1nnc(-c2ccco2)o1	i	10.4%	23.3%	26.6%	2.0%	6.0	17.0	3.5%	5.5%
